Assay outcomes from PubChem BioAssay.
ALDH1A1 inh: blocks purified human ALDH1A1 activity | Potency, µM (highest dose often 75.3 µM), without a hit: top-dose activity, negative = inhibition, actives largely listed as inhibitors | P00352 | Purified ALDH1A1, NADH fluorescence, propionaldehyde substrate | AID 1030 | hit rate 7.3% among 220,000; active = well fitted inhibition curve with a large enough effect, not every such curve was filed as active; inconclusive = small, poorly fitted or top-dose-only effect, or another doubt; inactive = no such curve, though single readings can be large or run the other way;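 also: plate controls were no enzyme wells and a reference inhibitor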
Target sequence (P00352 whole entry, looked up): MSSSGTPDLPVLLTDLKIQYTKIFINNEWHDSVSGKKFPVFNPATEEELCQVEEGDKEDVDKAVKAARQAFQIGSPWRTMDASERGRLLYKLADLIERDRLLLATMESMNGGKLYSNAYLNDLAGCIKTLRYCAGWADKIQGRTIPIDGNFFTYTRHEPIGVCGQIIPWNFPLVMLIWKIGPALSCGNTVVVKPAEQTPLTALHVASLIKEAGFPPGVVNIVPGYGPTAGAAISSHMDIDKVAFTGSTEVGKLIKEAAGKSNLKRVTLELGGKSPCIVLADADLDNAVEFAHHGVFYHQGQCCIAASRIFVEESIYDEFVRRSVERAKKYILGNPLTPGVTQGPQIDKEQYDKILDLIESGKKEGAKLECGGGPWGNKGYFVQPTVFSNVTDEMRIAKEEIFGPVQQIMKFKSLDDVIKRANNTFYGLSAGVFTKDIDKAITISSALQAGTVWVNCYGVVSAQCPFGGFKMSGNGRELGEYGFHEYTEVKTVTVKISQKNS
NPSR antag: neuropeptide S receptor (human) antagonism, cAMP; Q6W5P4; CHO-NPSR cells, cAMP TR-FRET, antagonist mode; Potency, µM (titrated, usually from 38.3 µM), for the others: at the highest dose activity change, negative = inhibition, usual class: inhibitors; hit rate 1% among 220,000; AID 1461; also: % is scaled to controls: 0 for no effect and ±100 for the full control effect; nearly all actives have a fitted effect of over 50% in size; many of its hits are not listed in these tables
Epigenetic reg: regulators of epigenetic silencing causing reporter derepression in mouse cells; murine LDR cells, GFP reporter derepression, 30 h; Potency, µM (series often up to 53.9 µM), without a hit: at the highest dose GFP activation, hits mostly activators; hit rate 0.2% among 280,000; also: % of control where 0% means no effect; nearly all actives have a fitted effect of over 60% in size
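Murine LDR cells bearing a silenced CMV-driven GFP reporter were exposed to compound for 30 h at 37 C. After PBS washes, GFP-positive cells (20-120 um objects) counted by laser-scanning microplate cytometry.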
GAA glycogen: alters human alpha-glucosidase cleavage of glycogen; P10253; AID 2100; Potency, µM (top dose mostly 76.4 µM), inactives show top-dose activity change, negative = inhibition, actives largely listed as inhibitors; recombinant GAA, glycogen substrate, Amplex Red glucose oxidase fluorescence; hit rate 0.38% among 300,000;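 also: 0% = full enzyme reaction and -100% = no-enzyme basal signal; the screen sought inhibitors and activators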
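qHTS, 1536-well; enzyme 4 nM final; cpd up to 77 uM; substrate bovine liver glycogen 30 ug; 50 mM citrate/phosphate pH 5.0, 0.01% Tween-20; 37 C, 40 min; Amplex Red detection 45 min RT; Hill fit → AC50.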
Tau fluor counter: counter-screen for tau fibril formation inhibitors. tau K18 P301L Alexa594 fluorescence, heparin fibrillization. AID 1463. hit rate 0.93% among 280,000. Potency, µM (series often up to 57.7 µM), for the others: at the top dose activity change, negative = decrease; also: % is scaled to controls: 0 for no effect and ±100 for the full control effect; nearly all actives have a fitted effect of over 55% in size
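Human tau K18 P301L (15 uM unlabeled, 0.24 uM Alexa 594-labeled) in 100 mM sodium acetate pH 7 with 20 uM heparin, 6 hr at 37 C. ThT 30 uM added, 1 hr ambient; Alexa 594 FP and total fluorescence read at 555/632 nm.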
GLA spleen mod: inhibitors or activators of human alpha-galactosidase in spleen homogenate; human spleen homogenate, 4MU-alpha-Gal fluorescence, 40 min; Potency, µM (top dose mostly 80 µM), inactives show at the top dose activity change, negative = inhibition, usual class: inhibitors; P06280; AID 2107; hit rate 0.008% among 240,000;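 also: 0% = enzyme with vehicle and -100% = no enzyme basal signal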
Target sequence (P06280 32-429 limits assumed): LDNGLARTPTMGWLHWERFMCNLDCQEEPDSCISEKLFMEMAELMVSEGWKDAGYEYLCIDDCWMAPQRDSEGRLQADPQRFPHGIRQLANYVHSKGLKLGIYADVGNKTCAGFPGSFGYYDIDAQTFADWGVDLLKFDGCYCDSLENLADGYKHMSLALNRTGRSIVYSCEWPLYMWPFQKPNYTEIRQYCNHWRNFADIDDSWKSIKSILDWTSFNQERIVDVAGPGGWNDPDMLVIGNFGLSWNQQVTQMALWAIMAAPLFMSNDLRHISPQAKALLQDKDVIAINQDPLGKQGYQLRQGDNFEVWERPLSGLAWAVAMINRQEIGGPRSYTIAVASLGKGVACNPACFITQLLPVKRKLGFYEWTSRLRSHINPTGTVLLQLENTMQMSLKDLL
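Fluorogenic readout (Ex 365/Em 440 nm) of 4-methylumbelliferone released from 1 mM 4-MU-alpha-galactoside by spleen homogenate, 40 min at 37C, pH 5.0. Data normalized to no-enzyme and enzyme controls; Hill-equation AC50 from compound titrations.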
GAA inhib: alpha-glucosidase (human) inhibition | P10253 | purified human GAA, 4-MU-alpha-glucoside fluorescence | Potency, µM (series often up to 76.9 µM), without a hit: at the highest dose activity change, negative = inhibition, hits mostly inhibitors | hit rate 0.005% among 200,000;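 also: plate controls were uninhibited enzyme wells for no effect and no-enzyme background for full effect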
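Endpoint fluorogenic read: 20 min room-temperature reaction of 4 nM human alpha-glucosidase with 400 uM 4-methylumbelliferyl-alpha-D-pyranoside, pH 5.0, quenched with 1M NaOH/1M glycine pH 10. AC50 from Hill modeling.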
aGlu spleen mod: inhibitors or activators of human alpha-glucosidase in spleen homogenate. P10253. human spleen homogenate, 4-MU-alpha-glucoside fluorescence. Potency, µM (titrated, usually from 79.9 µM), without a hit: at the highest dose activity change, negative = inhibition, actives largely listed as inhibitors. hit rate 0.006% among 240,000;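 also: 0% = enzyme with vehicle and -100% = no enzyme basal signal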
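Enzyme source: human spleen homogenate, 1 ug/well. Buffer 50 mM citric acid/K phosphate pH 5.0, 0.01% Tween-20. 4-MU-alpha-glucoside 1 mM; 37 C x 40 min; NaOH/glycine stop; fluorescence.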
The depositor's hits bear a star; u = inconclusive; x = not tested or not shown; [ ] = remark or other dose. Unless noted, calls follow the shape of the dose curve; as a rule, active = well fitted curve in the direction sought with a large enough effect; inconclusive = small, poorly fitted or top-dose-only effect, or another doubt; inactive = no such curve, though single readings can be large; an effect the other way counts as inactive or inconclusive. Potency is read from the fitted curve at half-maximal effect. Some of the compounds tested; rates above refer to the full screens.

SMILES | ALDH1A1 inh | NPSR antag | Epigenetic reg | GAA glycogen | Tau fluor counter | GLA spleen mod | GAA inhib | aGlu spleen mod
CCN(CC)C(=O)C(=O)N/N=C/c1ccc(Cl)cc1Cl | -3% | 26% | -3.5% | 7% | -9% | -4% | 0% | -3%
COc1ccc(CNc2nc(NCc3ccc(OC)c(OC)c3)n(C(=O)c3cccs3)n2)cc1OC | 0% | -21%[46.1 µM] | 0.0% | -17% | -28% | 4% | -9% | -3%
CCN(C(=O)CCN1C(=O)c2ccccc2C1=O)C1CCCCC1 | -13% | -11%[46.1 µM] | -2.0% | 10% | -13% | -2% | -13% | 0%
O=c1[nH]c(/C=C/c2ccccc2[N+](=O)[O-])nc2ccccc12 | 13% | 6% | 0.0% | -5% | 0% | 0% | 11% | -9%
Cn1c(/C(C#N)=C/Nc2ccccn2)nc2ccccc21 | -115% | u | -10% | -1% | u | -2% | -10% | -5%
Cc1ccc2nc(/N=C(\N)NC(=O)N3c4ccccc4Sc4ccccc43)nc(C)c2c1 | 6% | 3% | -1.1% | 4% | u | 3% | -29% | -1%
CC1(OC(=O)C2CCCC2)C(=O)C=C2C=C(c3ccsc3)N(C3CCCC3)C=C2C1=O (stereo unspecified) | -13%[13.5 µM] | -8% | 5.3% | 6% | -12%[11.6 µM] | -10%[17.5 µM] | x | 13%[17.4 µM]
C=CCNC(=O)C1=NOC(CNC(=O)c2c(-c3ccccc3Cl)noc2C)C1 (stereo unspecified) | -1% | 0%[46.1 µM] | 1.2% | 2% | -13% | 10% | -11% | -6%
Cc1cc[n+](-c2[nH]c(=O)sc2/C=N/N=C(\[O-])CCn2c3ccccc3c3ccccc32)cc1 | -9% | 18% | 1.8% | -3% | u | 2% | 2%[15.4 µM] | -17%
CC1CN(CCCOc2ccccc2-c2ccccc2)CC(C)O1 (stereo unspecified) | u | -20% | -0.7%[10.1 µM] | -10% | -6% | 4% | 1% | -15%
CCNS(=O)(=O)c1ccc(NC(=O)c2cccnc2)cc1 | 28% | 9%[46.1 µM] | 5.7% | 10% | -5% | -7% | -7% | -6%
CCC(C)(C(=O)NC1CCCCC1)N(CC1CCCO1)C(=O)Cc1cccs1 (stereo unspecified) | 10% | -1% | -1.5% | -5% | -6% | 0% | 9% | 1%
CC(C)(C)[C@H]1C=C(C(=O)N2CCN(Cc3ccccc3)CC2)O[C@@H](OCCCCO)C1 | u | -1% | -0.7% | 2% | -15% | -17% | x | -7%
COc1ccc(N2CCN(C(CNS(C)(=O)=O)c3ccco3)CC2)cc1 (stereo unspecified) | u | 7% | -0.1% | -1% | -4% | -1% | 1% | x
COCCNC(=O)COc1ccc(C)cc1C | -14% | -11%[46.1 µM] | -4.5% | -8% | -16% | 1% | 4% | 0%
COC(=O)c1ccc(Oc2c(F)c(F)nc(N3CCOCC3)c2F)cc1 | u | -36% | 0.0% | 4% | -16% | -4% | -4% | -1%
O=C(COC(=O)C1c2ccccc2Oc2ccccc21)Nc1ccc2c(c1)OCO2 | u | -7%[46.1 µM] | -1.0% | 0% | u | 6% | 0% | 1%
Cc1ccc(NC(=O)CS(=O)CC(=O)Nc2cccc(C)c2C)cc1F (stereo unspecified) | 12% | 2%[46.1 µM] | -1.0% | 3% | -6% | -4% | -5% | -9%
Cc1cc2n(n1)SC(Nc1ccccc1)N2 (stereo unspecified) | 25µM* | -6%[46.1 µM] | 0.9% | u | -5% | 10% | 11% | 0%
CC(C)OCCCn1c(=S)[nH]c2ccc(N3CCOCC3)cc2c1=O | u | 15%[46.1 µM] | 0.9% | u | -8% | -8% | 2% | -12%
CCOc1ccccc1C1CC(=O)Nc2cc3c(cc21)OCCO3 (stereo unspecified) | -9% | u | 3.6% | 4% | -8% | 3% | -1%[15.4 µM] | 3%
COc1n[nH]c(C(=O)Nc2nc3ccccc3s2)c1[N+](=O)[O-] | -12% | -31% | 8.0% | 10% | -14% | -2% | 3% | -4%
Cc1ccc(S(=O)(=O)/N=C/c2ccc(N(C)C)cc2)cc1 | 13µM* | 23% | 2.1% | 0% | -4% | 0% | -1% | -3%
O=C(C1CCCO1)N1CCC(O)(c2ccccc2)CC1 (stereo unspecified) | u | -24%[7.67 µM] | 7.7% | 0% | -3% | 5% | 1% | 3%
O=C(O)c1ccccc1-c1ccccc1C(=O)Nc1ccc(-c2nc3cc(Cl)ccc3o2)cc1 | x | u | 3.1% | 2% | -19% | 13% | x | 5%
COc1ccccc1C(=O)Nc1ccc2c3c(cccc13)CC2 | u | -6% | u | -4% | -13% | 5% | -5% | 3%
CCOC(=O)c1[nH]nc(-c2c(O)cc(C)cc2O)c1-c1csc(C)n1 | 14% | -7%[46.1 µM] | -6.2% | -6% | -12% | -23% | 2% | -9%
C=C(C)C1CCC(C)=C1COC(=O)Nc1ccccc1 (stereo unspecified) | u | u | -0.9% | -7% | -19% | -2% | -1% | -9%
COc1ccccc1CNC(=O)/C=C/C(=O)O | -7% | -30% | 0.0% | 0% | 1% | -2% | -18% | 4%
Cn1c(=O)c2c(nc(Oc3ccc4c(c3)OCO4)n2Cc2ccc(Cl)cc2)n(C)c1=O | 11% | -7%[46.1 µM] | -1.1% | 0% | 2% | 1% | -13% | 4%
COc1ccc(-c2nnc(SCC(=O)c3ccc[nH]3)n2-c2ccccc2)cc1 | -1% | 1% | 0.1% | -1% | -4% | -4% | 3% | -5%
O=c1c(O)c(-c2cccs2)oc2ccc(Cl)cc12 | 8% | 4%[46.1 µM] | -0.1% | -14% | u | -3% | u | -1%
CC1CCN(c2ccc([N+](=O)[O-])cc2C(=O)O)CC1 | 7% | 3%[46.1 µM] | 0.0% | 13% | 7% | -4% | -10% | -13%
CCC(c1nnnn1C1CCCC1)N1CCN(c2ccccc2F)CC1 (stereo unspecified) | u | -14%[46.1 µM] | -1.0% | -4% | -6% | -6% | -6% | -4%
CCC(C)NC(=O)CC1Oc2ccc(C)cc2NC1=O (stereo unspecified) | 7% | -2%[46.1 µM] | 0.0% | -18% | 0% | -6% | -1% | -5%
O=C(Nc1cccc(Cl)c1)Nc1ccc(Cl)cn1 | 8% | -7%[46.1 µM] | -0.3% | -12% | -11% | 3% | 0% | -8%
Cc1nc2nc(SCC(=O)N3CCOCC3)nn2c(C)c1Cc1c(F)cccc1Cl | u | -6%[46.1 µM] | 0.0% | 5% | 0% | -9% | 3% | -3%
O=C(NN=C1CCC(=NNC(=O)c2cccnc2)CC1)c1cccnc1 | u | 0% | 1.2% | u | u | 0% | 0% | -4%
CCCCOc1ccccc1Cn1c(=O)oc2ccccc21 | u | -28%[46.1 µM] | 0.0% | -2% | -23% | 0% | 1% | -5%
CC(=O)Nc1cccc(OCCCNC(=O)C2CCC2)c1 | u | -27% | 3.7% | 2% | 7% | 1% | -3% | 0%

Arranged by count of non-hydrogen atoms (low to high): 3 of the compounds above.
SMILES | ALDH1A1 inh | NPSR antag | Epigenetic reg | GAA glycogen | Tau fluor counter | GLA spleen mod | GAA inhib | aGlu spleen mod
COc1ccccc1CNC(=O)/C=C/C(=O)O | -7% | -30% | 0.0% | 0% | 1% | -2% | -18% | 4%
C=C(C)C1CCC(C)=C1COC(=O)Nc1ccccc1 (stereo unspecified) | u | u | -0.9% | -7% | -19% | -2% | -1% | -9%
COc1n[nH]c(C(=O)Nc2nc3ccccc3s2)c1[N+](=O)[O-] | -12% | -31% | 8.0% | 10% | -14% | -2% | 3% | -4%

The list continues:
SMILES | ALDH1A1 inh | NPSR antag | Epigenetic reg | GAA glycogen | Tau fluor counter | GLA spleen mod | GAA inhib | aGlu spleen mod
CC(C)N(C(=O)Cn1c(SCC(=O)N2CCN(c3ccccc3)CC2)nc2ccccc21)C(C)C | 25µM* | -5%[46.1 µM] | 0.7% | 10% | 4% | 0% | 4% | 0%
Cn1c(SCC(=O)Nc2ccc3[nH]c(=O)[nH]c3c2)nnc1-c1ccc(F)cc1 | x | 1% | 2.1% | 6% | -19% | -4% | x | -3%
O=C(CC12CC3CC(CC(C3)C1)C2)NCC(=O)N1CCc2ccccc2C1 | u | -20%[46.1 µM] | -2.9% | -5% | -1% | 9% | -3% | -3%
CCn1nnnc1Oc1ccc(Cl)cc1 | 15% | -7%[46.1 µM] | -7.9% | 1% | 4% | 12% | 1% | -3%
CCOC(=O)N1CCN(c2cc3[nH]c(=S)[nH]c3cc2F)CC1 | u | -3%[46.1 µM] | 0.0% | -9% | -11% | 0% | u | 0%
COc1ccc(CNC(=O)C2CCC(CNS(=O)(=O)c3cccc4nsnc34)CC2)cc1 (stereo unspecified) | u | -11%[46.1 µM] | 1.0% | u | -11% | 7% | u | 0%
CC(C)(C)SCCNS(=O)(=O)c1ccc(F)cc1 | -15% | -9%[46.1 µM] | -4.5% | 15% | -1% | -3% | -6% | 0%
S=C(NC1CCCCC1)N1CCOCC1 | x | 10% | 2.1% | 8% | 12% | 10% | x | 6%
O=C(/C=C/c1cccs1)Nc1cccnc1 | u | -10% | 0.1% | 0% | -6% | 3% | 7% | 0%
C=CCN(CC=C)CCOc1ccccc1 | -15% | 14% | 0.0% | 0% | 2% | 3% | -7% | -9%
COc1ccc(S(=O)(=O)N2CCCCCC2)cc1 | 8% | -16%[46.1 µM] | -0.2% | -1% | -8% | -2% | -1% | -6%
Cc1noc(C)c1COc1ccc(C(=O)OCC(=O)NC(=O)C2COc3ccccc3O2)cc1 (stereo unspecified) | 9% | 5%[7.67 µM] | -2.7% | 4% | -9% | 10% | -7% | 8%
C/C(=N\Nc1cccc2cccnc12)c1ccc(N)cc1 | 8.9µM* | -11% | -0.1% | -5% | u | -8% | -7% | -5%
N#CCCCn1c(O)c(N=NC(=O)C(O)c2ccccc2)c2ccccc21 (stereo unspecified) | x | -19% | -1.0% | -13% | -11% | 4% | x | -8%
O=C(COC(=O)Cc1ccccc1[N+](=O)[O-])NCc1ccc(Cl)cc1 | u | 10% | 1.1% | -10% | -2% | -5% | 3% | -11%
O=c1c(Cc2ccc(Cl)cc2Cl)c(O)ccn1CCCN1CCOCC1 | 2% | 7% | -0.1% | 25% | 7% | -7% | -2% | -15%
COC(=O)c1c(NC(=O)CSc2nnnn2-c2ccccc2)sc2c1CCCC2 | -4% | u | 1.3% | 4% | -15% | -4% | u | 5%
